Source: PubChem BioAssay
ARFGAP1 inh – rat ARFGAP1 inhibition; hit rate 0.26% among 360,000; inhibition, % at 16.5 µM; Arfgap1-stimulated ARF1 GTP hydrolysis, GDP FP detection; AID 651572; Q62848;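 active = inhibition above a per-plate limit, mean inhibition of low control wells plus 3 SD, cut at about 25% in these data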;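 note: 0% = DMSO wells with enzyme and 100% = wells lacking Arfgap1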
Target sequence (Q62848 1-136 limits assumed): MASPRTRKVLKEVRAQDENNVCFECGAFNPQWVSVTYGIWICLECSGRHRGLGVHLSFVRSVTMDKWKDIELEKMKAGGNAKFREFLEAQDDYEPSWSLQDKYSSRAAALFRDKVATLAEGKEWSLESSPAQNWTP
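material = rat Arfgap1 catalytic domain, aa 1-136 | also added = human ARF1(Δ1-17)-GTP substrate | compound dosing = one concentration, 16.5 µM, DMSO 1.26% | times = GTP hydrolysis reaction 2 h at 25 °C | measured by = FP, GDP Alexa 633 tracer displaced from anti-GDP antibody, 620/688 nm | evaluation = percent inhibition of Arfgap1-stimulated GTP hydrolysis | replication = single well per compound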
PLC-beta3 inh – PLC-beta3 (human) inhibition, primary screen | hit rate 0.18% among 370,000 | Q01970 | Purified PLC-beta3, fluorogenic substrate, fluorescence | inhibition, % at 12.2 µM; in the data active = inhibition above about 11%;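 note: 0% = median of compound wells on plate and 100% = full blocker control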
DDE Tn7 FP inh – disrupts Tn7 cyclic peptide binding to fibrin D-Dimer-E complex; P02675; FP displacement of FITC-Tn7 peptide from fibrin DD(E); 0% = median of compound wells per plate; inhibition, % at 8.3 µM; hit rate 0.13% among 370,000;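 active = inhibition above the mean of compounds falling within the control limits plus 3 SD of them, cut at about 14% in these data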;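 note: 0% = plate median of compound wells and 100% = 10 µM Aha-Tn7 peptide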
Target sequence (P02675 whole entry, looked up): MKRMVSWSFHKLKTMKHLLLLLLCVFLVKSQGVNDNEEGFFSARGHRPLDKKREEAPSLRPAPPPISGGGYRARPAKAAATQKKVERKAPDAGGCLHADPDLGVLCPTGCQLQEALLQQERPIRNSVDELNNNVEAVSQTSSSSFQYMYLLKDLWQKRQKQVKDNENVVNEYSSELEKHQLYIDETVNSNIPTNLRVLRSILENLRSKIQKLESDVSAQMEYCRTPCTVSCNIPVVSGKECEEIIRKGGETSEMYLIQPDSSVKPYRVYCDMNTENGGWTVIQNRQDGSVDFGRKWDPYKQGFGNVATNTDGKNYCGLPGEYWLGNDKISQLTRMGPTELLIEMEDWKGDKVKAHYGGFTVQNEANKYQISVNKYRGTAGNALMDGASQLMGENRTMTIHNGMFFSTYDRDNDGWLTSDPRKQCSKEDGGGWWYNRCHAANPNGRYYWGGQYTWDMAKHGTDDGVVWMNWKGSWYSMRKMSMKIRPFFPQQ
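Test system – human fibrin DD(E) · Times – 10 min preincubation, 3 h with tracer, room temperature · Detection – fluorescence polarization of the labelled Tn7 tracer · Measure – percent inhibition normalized to high-control wells · Benchmarks – high control wells with 10 µM unlabelled Aha-Tn7 peptide (full inhibition) · Repeats – singlicate testing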
ASAP1 inh – ASAP1 ArfGAP inhibition; Q9ULH1; ASAP1-stimulated ARF1 GTP hydrolysis, GDP FP detection; inhibition, % at 16.5 µM; hit rate 0.19% among 360,000; in the data active = inhibition above about 25%;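 note: 0% = vehicle with enzyme and substrate and 100% = no enzyme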
DDE Tn6 FP inh – disrupts Tn6 cyclic peptide binding to fibrin D-Dimer-E complex; P02675; Fibrin DD(E) TRITC-Tn6 fluorescence polarization displacement; inhibition, % at 8.3 µM; hit rate 0.21% among 370,000; AID 720509;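 active = inhibition above a per-campaign cutoff: mean of compounds within control limits plus 3 SD, cut at about 15% in these data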;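 note: 0% = median of all compound wells on the plate and 100% = blocking peptide control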
KLK7 zymogen act – proKLK7 (human) activation, primary screen; purified proKLK7, EDANS-DABCYL substrate fluorescence; 100% is mature enzyme control, 0% vehicle; P49862; hit rate 0.9% among 370,000; activation, % at 7 µM;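 active = activation above the mean of all tested compounds plus 3 SD, computed per campaign excluding outliers beyond control limits, cut at about 13% in these data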
ADAM17 inh – inhibitors of human ADAM17; hit rate 0.83% among 370,000; P78536; recombinant ADAM17, EDANS/DABCYL FRET peptide cleavage; inhibition, % at 6.95 µM;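 active = inhibition above the mean of compounds lying between control limits plus 3 SD, set per campaign, cut at about 8.5% in these data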;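 note: 0% = DMSO-only wells as the low control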
UHRF1 binding – UHRF1 methyl-DNA binding inhibition | Q96T88 | AID 687016 | UHRF1 binding to methylated oligo, TR-FRET | inhibition, % at 4.4 µM | hit rate 0.75% among 370,000; in the data active = inhibition above about 21%;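 note: UHRF1 SRA domain binding a hemimethylated CpG hairpin DNA probe; 0% = median of test compound wells and 100% = reference inhibitor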
MBD2 DNA inh – blocks human MBD2 binding to methylated DNA; Q9UBB5; TR-FRET, MBD2 binding to methylated oligonucleotide; inhibition, % at 4.4 µM; hit rate 0.31% among 370,000; AID 686964; in the data active = inhibition above about 13%
Target sequence (Q9UBB5 whole entry, looked up): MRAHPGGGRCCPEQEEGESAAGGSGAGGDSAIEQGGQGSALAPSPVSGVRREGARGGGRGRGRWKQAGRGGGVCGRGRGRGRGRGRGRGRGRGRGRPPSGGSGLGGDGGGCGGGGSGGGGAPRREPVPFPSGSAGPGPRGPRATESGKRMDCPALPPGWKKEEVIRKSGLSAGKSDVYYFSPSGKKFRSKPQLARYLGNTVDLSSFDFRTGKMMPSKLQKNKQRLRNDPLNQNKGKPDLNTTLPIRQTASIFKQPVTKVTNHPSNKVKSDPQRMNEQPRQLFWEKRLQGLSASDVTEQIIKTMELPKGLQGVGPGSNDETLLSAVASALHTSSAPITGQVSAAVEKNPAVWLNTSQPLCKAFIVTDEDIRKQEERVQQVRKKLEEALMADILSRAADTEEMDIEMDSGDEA
PLCg1 inh – PLC-gamma1 (human) inhibition, primary screen | purified PLC-gamma1, fluorogenic substrate, fluorescence | inhibition, % at 12.2 µM | hit rate 0.84% among 370,000 | P19174; in the data active = inhibition above about 9.5%
An asterisk follows results filed as active.

`O=C/C(=C\Nc1ccccn1)c1nc2ccccc2o1` gave ARFGAP1 inh -5, PLC-beta3 inh -60, DDE Tn7 FP inh 4, ASAP1 inh -1, DDE Tn6 FP inh 6, KLK7 zymogen act -2.3, ADAM17 inh -18, UHRF1 binding 2, MBD2 DNA inh -6 and PLCg1 inh -40.
For CC1(c2nnc(-c3ccc(F)cc3)o2)CC(c2cccnc2)=NO1 (stereo unspecified) the results were ARFGAP1 inh 4, PLC-beta3 inh -1, DDE Tn7 FP inh 0, ASAP1 inh -15, DDE Tn6 FP inh 9, KLK7 zymogen act 0.0, ADAM17 inh -1, UHRF1 binding 0, MBD2 DNA inh -3 and PLCg1 inh 0.
For O=C(OCC#CCSc1nnc(-c2cccc3ccccc23)o1)C1CC1 the results were PLC-beta3 inh -18, DDE Tn7 FP inh 7, DDE Tn6 FP inh 4, ADAM17 inh -13, UHRF1 binding 0, MBD2 DNA inh 1 and PLCg1 inh -12.
`CCSc1nn2c(=O)c3ccccc3nc2s1` gave ARFGAP1 inh -2, PLC-beta3 inh 4, DDE Tn7 FP inh 0, ASAP1 inh -4, DDE Tn6 FP inh 4, KLK7 zymogen act 0.0, ADAM17 inh -3, UHRF1 binding 0, MBD2 DNA inh 0 and PLCg1 inh 1.
`COc1ccc(CNC(=O)COC(=O)C2(C)CC2(Cl)Cl)cc1` (stereo unspecified) gave ARFGAP1 inh -3, PLC-beta3 inh -6, DDE Tn7 FP inh 6, ASAP1 inh 5, DDE Tn6 FP inh -1, KLK7 zymogen act 0.4, ADAM17 inh -5, UHRF1 binding 1, MBD2 DNA inh 3 and PLCg1 inh 0.
`Cc1ccc(C)c(OCC(=O)Nc2ccc(N3CCOCC3)cc2)c1` gave ARFGAP1 inh 1, PLC-beta3 inh -8, DDE Tn7 FP inh -3, ASAP1 inh 8, DDE Tn6 FP inh -4, KLK7 zymogen act 0.1, ADAM17 inh -2, UHRF1 binding 1, MBD2 DNA inh 0 and PLCg1 inh -4.
For COc1ccc(N2CCN(C(=O)CSc3ccccc3N)CC2)cc1 the results were ARFGAP1 inh -6, PLC-beta3 inh 3, DDE Tn7 FP inh -1, ASAP1 inh 0, DDE Tn6 FP inh 0, KLK7 zymogen act -0.6, ADAM17 inh -3, UHRF1 binding 2, MBD2 DNA inh -4 and PLCg1 inh 1.
Screening COc1ccccc1OCCNC(=O)c1ccc2c(c1)CCC2 returned ARFGAP1 inh -1, PLC-beta3 inh -9, DDE Tn7 FP inh -7, ASAP1 inh 7, DDE Tn6 FP inh -1, KLK7 zymogen act 0.0, ADAM17 inh -3, UHRF1 binding 0, MBD2 DNA inh 3 and PLCg1 inh -1.
For O=C(O)CN1CCCCC1 the results were ARFGAP1 inh 10, PLC-beta3 inh -4, DDE Tn7 FP inh -7, ASAP1 inh 13, DDE Tn6 FP inh -6, KLK7 zymogen act 0.0, ADAM17 inh -1, UHRF1 binding -1, MBD2 DNA inh 4 and PLCg1 inh 4.
For Cc1ccc(C(=O)C[n+]2cc(Br)cc(Br)c2)cc1[N+](=O)[O-] the results were ARFGAP1 inh 3, PLC-beta3 inh 1, DDE Tn7 FP inh -4, ASAP1 inh -1, DDE Tn6 FP inh 0, KLK7 zymogen act 0.1, ADAM17 inh 4, UHRF1 binding 14, MBD2 DNA inh 4 and PLCg1 inh -2.
Screening CN(C(=O)COC(=O)c1ccc2c(c1)OCO2)C1CCCCC1 returned ARFGAP1 inh -2, PLC-beta3 inh 4, DDE Tn7 FP inh 0, ASAP1 inh 9, DDE Tn6 FP inh -2, KLK7 zymogen act 1.1, ADAM17 inh 0, UHRF1 binding 1, MBD2 DNA inh -2 and PLCg1 inh 3.
Screening Cc1ccc(S(=O)(=O)N(CC(=O)Nc2cccnc2)c2ccccc2C)cc1 returned ARFGAP1 inh -5, PLC-beta3 inh -4, DDE Tn7 FP inh -2, ASAP1 inh -5, DDE Tn6 FP inh 3, KLK7 zymogen act 0.2, ADAM17 inh 2, UHRF1 binding -2, MBD2 DNA inh -1 and PLCg1 inh 1.
Cc1ccc(SC(CC(=O)c2ccc(C(C)(C)C)cc2)C(=O)O)cc1 (stereo unspecified) was read as ARFGAP1 inh 0, PLC-beta3 inh -6, DDE Tn7 FP inh 3, ASAP1 inh -2, DDE Tn6 FP inh 1, KLK7 zymogen act 0.1, ADAM17 inh 2, UHRF1 binding 0, MBD2 DNA inh 7 and PLCg1 inh 0.
CC(C)(C)NC(=O)NC(=O)COC(=O)c1ccc(OC(F)(F)F)cc1 was read as ARFGAP1 inh 19, PLC-beta3 inh -3, DDE Tn7 FP inh 14*, ASAP1 inh -1, DDE Tn6 FP inh 3, KLK7 zymogen act -0.6, ADAM17 inh 0, UHRF1 binding 4, MBD2 DNA inh 2 and PLCg1 inh -4.
CC(=O)c1ccc(NC(=O)Cc2ccsc2)cc1 was read as ARFGAP1 inh 2, PLC-beta3 inh -1, DDE Tn7 FP inh -1, ASAP1 inh 2, DDE Tn6 FP inh 2, KLK7 zymogen act 0.7, ADAM17 inh 0, UHRF1 binding 1, MBD2 DNA inh -1 and PLCg1 inh 2.
Screening Cc1ccc(S(=O)(=O)N2CC(O)CC2C(=O)OCC(=O)c2ccccc2Cl)cc1C (stereo unspecified) returned ARFGAP1 inh 5, PLC-beta3 inh 0, DDE Tn7 FP inh 2, ASAP1 inh 10, DDE Tn6 FP inh 0, KLK7 zymogen act 0.2, ADAM17 inh -3, UHRF1 binding 2, MBD2 DNA inh -3 and PLCg1 inh 0.
`CC(C)C[C@H]1CN([C@@H](Cc2ccccc2)CN2CCC[C@H]2CN2C(=O)C(=O)NC[C@@H]2Cc2ccc(O)cc2)C(=O)C(=O)N1CC1CCCCCC1` gave ARFGAP1 inh -3, PLC-beta3 inh 0, DDE Tn7 FP inh 2, ASAP1 inh -11, DDE Tn6 FP inh 3, KLK7 zymogen act 0.3, ADAM17 inh -4, UHRF1 binding 2, MBD2 DNA inh -5 and PLCg1 inh 3.
`CN(C(=O)CS(=O)(=O)c1cn(CC(=O)N2CCOCC2)c2ccccc12)c1ccccc1` gave ARFGAP1 inh -1, PLC-beta3 inh -11, DDE Tn7 FP inh 4, ASAP1 inh -8, DDE Tn6 FP inh -1, KLK7 zymogen act 1.5, ADAM17 inh -15, UHRF1 binding -3, MBD2 DNA inh 0 and PLCg1 inh -3.
Screening CC1(NC(=O)Nc2cccc3ccccc23)CCS(=O)(=O)C1 (stereo unspecified) returned ARFGAP1 inh 13, PLC-beta3 inh -28, DDE Tn7 FP inh 0, ASAP1 inh -1, DDE Tn6 FP inh -7, KLK7 zymogen act -1.0, ADAM17 inh -19, UHRF1 binding 3, MBD2 DNA inh 5 and PLCg1 inh -13.
Screening COc1ccc(C(=O)Nc2c(N)nc(SCC(=O)NCC3CCCO3)[nH]c2=O)cc1 (stereo unspecified) returned ARFGAP1 inh -1, PLC-beta3 inh -10, DDE Tn7 FP inh 12, ASAP1 inh -12, DDE Tn6 FP inh 5, KLK7 zymogen act 1.0, ADAM17 inh -4, UHRF1 binding 1, MBD2 DNA inh -3 and PLCg1 inh -3.
Screening O=C(NC(c1cccnc1)C(F)(F)F)c1cc(COc2ccc3c(c2)CCCC3)on1 (stereo unspecified) returned ARFGAP1 inh 11, PLC-beta3 inh -11, DDE Tn7 FP inh 5, ASAP1 inh -15, DDE Tn6 FP inh -4, KLK7 zymogen act 0.5, ADAM17 inh 8, UHRF1 binding 4, MBD2 DNA inh 4 and PLCg1 inh 0.
`Cc1cccc(C)c1OCc1nnc(SCC(=O)NCc2ccccc2)o1` gave ARFGAP1 inh 10, PLC-beta3 inh -3, DDE Tn7 FP inh 2, ASAP1 inh 16, DDE Tn6 FP inh -2, KLK7 zymogen act 0.5, ADAM17 inh -4, UHRF1 binding 5, MBD2 DNA inh 1 and PLCg1 inh -1.
Cc1cc(-c2nnnn2-c2ccc(F)cc2)no1 was read as ARFGAP1 inh -5, PLC-beta3 inh -8, DDE Tn7 FP inh 3, ASAP1 inh -7, DDE Tn6 FP inh -6, KLK7 zymogen act 0.7, ADAM17 inh -2, UHRF1 binding -1, MBD2 DNA inh -2 and PLCg1 inh 4.
COc1cccc2oc3cc(C#CC4(O)CCCCC4)ccc3c(=O)c12 was read as ARFGAP1 inh -1, PLC-beta3 inh inactive, DDE Tn7 FP inh 5, ASAP1 inh 1, DDE Tn6 FP inh -3, KLK7 zymogen act -17, ADAM17 inh -65, UHRF1 binding -6, MBD2 DNA inh 2 and PLCg1 inh -489.
For NC(=O)c1nn(-c2ccccc2)nc1NC(=O)CN1CCCCC1 the results were ARFGAP1 inh 1, PLC-beta3 inh -5, DDE Tn7 FP inh 0, ASAP1 inh 9, DDE Tn6 FP inh 8, KLK7 zymogen act 1.0, ADAM17 inh -8, UHRF1 binding -3, MBD2 DNA inh -1 and PLCg1 inh 0.
CCNC(=S)NNC(=O)c1cc(-c2cccc(OC)c2)nc2ccccc12 was read as ARFGAP1 inh 3, PLC-beta3 inh -7, DDE Tn7 FP inh 1, ASAP1 inh 1, DDE Tn6 FP inh 4, KLK7 zymogen act 0.0, ADAM17 inh 0, UHRF1 binding 0, MBD2 DNA inh -5 and PLCg1 inh -7.
O=C(NCCc1csc(-c2cccnc2)n1)c1cccc2ccccc12 was read as ARFGAP1 inh 7, PLC-beta3 inh 1, DDE Tn7 FP inh 3, ASAP1 inh 1, DDE Tn6 FP inh 2, KLK7 zymogen act 0.3, ADAM17 inh -4, UHRF1 binding -3, MBD2 DNA inh 4 and PLCg1 inh -2.
Screening CCCCN=C(C)c1c(O)c2ccccc2oc1=O returned ARFGAP1 inh 1, PLC-beta3 inh 3, DDE Tn7 FP inh -2, ASAP1 inh 3, DDE Tn6 FP inh -3, KLK7 zymogen act 0.2, ADAM17 inh 4, UHRF1 binding 2, MBD2 DNA inh 2 and PLCg1 inh 5.
Screening CCN1C2OC3OC4C(OC3OC2N(CC)S1(=O)=O)N(CC)S(=O)(=O)N4CC (stereo unspecified) returned ARFGAP1 inh 4, PLC-beta3 inh 3, DDE Tn7 FP inh 6, ASAP1 inh -11, DDE Tn6 FP inh 11, KLK7 zymogen act 0.7, ADAM17 inh -3, UHRF1 binding -3, MBD2 DNA inh -4 and PLCg1 inh 0.
Screening COc1ccc(/C=C(/NC(=O)c2ccco2)C(=O)N2CCCCC2)cc1 returned ARFGAP1 inh 13, PLC-beta3 inh -8, DDE Tn7 FP inh 0, ASAP1 inh -13, DDE Tn6 FP inh -1, KLK7 zymogen act 1.1, ADAM17 inh -3, UHRF1 binding 0, MBD2 DNA inh -2 and PLCg1 inh -3.
